SV40 large T antigen = SV40 large T antigen inhibitors, biochemical (AID 1903); SV40 large T antigen ATPase/helicase inhibition assay; higher % means a stronger effect; inhibition, % at 20 µM; hits with a dose series show IC50 in µM; 310,000 compounds, 0.39% hits; in the data active means a potency from the dose series; inconclusive means inhibition mostly from about 32% at the one dose, without a potency; inactive means the rest, 99 in 100 with inhibition below about 32%; further: strong numbers were not always called active
HIV peptide binding = inhibitors of HIV fusion peptide binding, primary screen, biochemical, uHTS, fluorescence dequenching (AID 1986); one-dose inhibition, % at 20 µM; IC50 in µM for titrated hits; 290,000 compounds, 0.3% hits; cell-free peptide binding, fluorescence dequenching, 30 min; higher % means a stronger effect; in the data active means inhibition mostly above about 52%, no sharp cut-off; inactive means mostly below about 76%; further: some results filed as inactive read as strong as hits
AID2073 = disruptors of CaV2.2 binding to Mint1 – biochemical, HTRF (AID 2073); HTRF protein-protein interaction, Mint1-CaV2.2; higher % means a stronger effect; inhibition, % at 20 µM, or IC50 in µM where a hit was titrated; 290,000 compounds, 0.19% hits; in the data active means inhibition mostly above about 51%, no sharp cut-off; inconclusive means no clear call, values can overlap the other calls; inactive means mostly below about 53%; further: some results filed as inactive read as strong as hits
SIAH1 antagonists = blockers of Siah-1 interaction with plectin peptide – biochemical, fluorescence polarization, rhodamine-plectin, uHTS, primary screen (AID 1817) | 290,000 compounds, 0.02% hits | one-dose displacement, % at 20 µM; IC50 in µM for titrated hits | Siah-1 / rhodamine-plectin peptide fluorescence polarization; higher % means a stronger effect;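 active means displacement of at least 50% at 20 µM, with a fluorescence ratio check between 0.3 and a set limit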;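 further: plate controls were Siah plus tracer with DMSO for no effect and tracer alone without Siah for full effect; strong numbers were not always called active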
RSV CPE inhibition = RSV antiviral activity via CPE protection, HEp-2 cells, primary 10 µM value included (AID 2391); 310,000 compounds, 0.13% hits; CPE inhibition, % at 10 µM, or IC50 in µM where a hit was titrated; HEp-2 cells, RSV-induced CPE inhibition; higher % means a stronger effect; in the data active means a potency from the dose series; inconclusive means CPE inhibition mostly from about 23% at the one dose, without a potency; inactive means the rest, 99 in 100 with CPE inhibition below about 21%; further: strong numbers were not always called active
Dengue-2 NS5 capping = flavivirus cap methylation enzyme inhibition – biochemical, confirmation dose response, primary screen (AID 588689); Dengue-2 NS5 methyltransferase capping enzyme assay, biochemical; higher % means a stronger effect; inhibition, % at 25 µM, or IC50 in µM where a hit was titrated; 340,000 compounds, 0.3% hits; in the data active means a potency from the dose series; inconclusive means inhibition above about 29% without an active follow-up result
XIAP displacement = XIAP antagonists, biochemical, IAP family, fluorescence polarization (AID 1018); XIAP BIR domain, fluorescence polarization peptide displacement; higher % means a stronger effect; displacement, % at 20 µM; hits with a dose series show IC50 in µM; 200,000 compounds, 0.007% hits; in the data active means displacement above about 50%; further: a part of the inactive calls stands beside numbers as strong as those of hits
LYP phosphatase = PTPN22 lymphoid phosphatase activity blockers – biochemical, fluorescence intensity, uHTS (AID 1779). inhibition, % at 11.5 µM, or IC50 in µM where a hit was titrated. recombinant LYP phosphatase, fluorescence intensity; higher % means a stronger effect. 290,000 compounds, 0.054% hits; in the data active means inhibition above about 50%;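 further: plate controls were vehicle with enzyme for no effect and no enzyme for full effect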
Rac1 GTP hydrolysis = MgcRacGAP GTPase-activating activity inhibitors, confirmation, biochemical, ADP Hunter fluorescence | AID 624330 | MgcRacGAP-stimulated Rac1 GTP hydrolysis, ADP Hunter fluorescence; higher % means a stronger effect; GST-tagged Rac1 F28L mutant substrate | 340,000 compounds, 0.6% hits | inhibition, % at 30 µM; hits with a dose series show IC50 in µM;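 active means first-screen hits whose inhibition reached a set limit at any dose in the follow-up dose series; inconclusive means inhibition above the set first-screen limit but never retested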;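 further: fluorescence reports GDP produced by GAP-driven GTP hydrolysis; strong numbers were not always called active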
Dengue-2 NS5 capping pilot replicate = further read-out of Dengue-2 NS5 capping, marked with its call; inhibition, %; measured here: pilot screen replicate inhibition
Active calls of the source: *.

Sample of the layout (2 entries):
`Cc1ccc(-n2cc(CN3CCN(Cc4nccn4C)CC3)c(-c3ccc(F)cc3)n2)cc1` gave SV40 large T antigen 2%, HIV peptide binding 0.9%, AID2073 5%, SIAH1 antagonists 2%, RSV CPE inhibition 0.3%, Dengue-2 NS5 capping -3%, XIAP displacement -4.5%, LYP phosphatase -3% and Rac1 GTP hydrolysis 9%.
CC(/C=N/NC(=O)c1ccccn1)=C\c1ccco1 was read as HIV peptide binding 2.4%, AID2073 -2%, SIAH1 antagonists 10% and LYP phosphatase -3%.

The listing, from the start:
`Cc1ccc(-n2cc(CN3CCN(Cc4nccn4C)CC3)c(-c3ccc(F)cc3)n2)cc1` gave SV40 large T antigen 2%, HIV peptide binding 0.9%, AID2073 5%, SIAH1 antagonists 2%, RSV CPE inhibition 0.3%, Dengue-2 NS5 capping -3%, XIAP displacement -4.5%, LYP phosphatase -3% and Rac1 GTP hydrolysis 9%.
CC(/C=N/NC(=O)c1ccccn1)=C\c1ccco1 was read as HIV peptide binding 2.4%, AID2073 -2%, SIAH1 antagonists 10% and LYP phosphatase -3%.
Screening CCN1CCN(CCNC(=O)c2cn(Cc3ccccc3F)nn2)CC1 returned SV40 large T antigen 9%, HIV peptide binding -0.9%, AID2073 4%, SIAH1 antagonists 16%, RSV CPE inhibition -0.1%, Dengue-2 NS5 capping 3%, XIAP displacement -0.3%, LYP phosphatase -5% and Rac1 GTP hydrolysis -9%.
For C#CCOCCOCCOCCNc1nc(N2CCN(C(=O)CCCCCCCCCCNC(=O)[C@@H](CCSC)n3cc(CCO)nn3)CC2)nc(N2CCN(C(=O)CCCCCCCCCCNC(=O)[C@H](CCCN=C(N)N)n3cc(C[C@@H](C)CC)nn3)CC2)n1 the results were SV40 large T antigen 20%, RSV CPE inhibition -0.4%, Dengue-2 NS5 capping -10% and Rac1 GTP hydrolysis 11%.
Screening O=C(O)C1CCCN1c1ncccc1[N+](=O)[O-] (stereo not drawn) returned SV40 large T antigen 2%, HIV peptide binding 6.2%, AID2073 -8%, SIAH1 antagonists 24%, RSV CPE inhibition 0.9%, Dengue-2 NS5 capping -7%, XIAP displacement -3.5%, LYP phosphatase -10% and Rac1 GTP hydrolysis 4%.
CCCC(=O)c1ccc(N2CCN(C(=O)c3ccccc3)CC2)c(F)c1 was read as SV40 large T antigen 0%, HIV peptide binding -1.6%, AID2073 -4%, SIAH1 antagonists 3%, RSV CPE inhibition inconclusive, Dengue-2 NS5 capping -3%, XIAP displacement -3.8%, LYP phosphatase -3% and Rac1 GTP hydrolysis 6%.
`c1ccc(CSCc2ccccc2)cc1` gave SV40 large T antigen 0%, RSV CPE inhibition 3.9%, Dengue-2 NS5 capping 1% and Rac1 GTP hydrolysis -1%.
`Cc1cc(=O)n(C)c(=O)n1CC(=O)N1CCCCCC1` gave SV40 large T antigen 9%, HIV peptide binding 1.3%, AID2073 35%, SIAH1 antagonists -6%, RSV CPE inhibition 0.4%, Dengue-2 NS5 capping -5%, XIAP displacement -3.4%, LYP phosphatase 0% and Rac1 GTP hydrolysis -1%.
CC(Cc1ccccc1)NC(=O)CSc1nc2nc3c(cc2c(=O)n1-c1ccccc1)COC(C)(C)C3 (stereo not drawn) was read as SV40 large T antigen 3%, HIV peptide binding -1.8%, AID2073 0%, SIAH1 antagonists 0%, RSV CPE inhibition -0.9%, Dengue-2 NS5 capping -4%, XIAP displacement 0.2%, LYP phosphatase 2% and Rac1 GTP hydrolysis 1%.
Screening COc1ccc(S(=O)(=O)N2CCCC(C(F)(F)F)C2)cc1 (stereo not drawn) returned SV40 large T antigen 8%, HIV peptide binding -0.2%, AID2073 7%, SIAH1 antagonists 1%, RSV CPE inhibition 4.9%, Dengue-2 NS5 capping -8%, XIAP displacement -6.6%, LYP phosphatase -1% and Rac1 GTP hydrolysis -3%.
For O=C(COc1ccc2c(c1)OCO2)Nc1ccccc1C(F)(F)F the results were SV40 large T antigen 15%, HIV peptide binding -1.6%, AID2073 -6%, SIAH1 antagonists -1%, RSV CPE inhibition -0.6%, Dengue-2 NS5 capping 2%, XIAP displacement -1.7%, LYP phosphatase -3% and Rac1 GTP hydrolysis 11%.
Screening NC(=O)CC(NC(=O)c1ccc(Br)cc1)c1ccc(N2CCN(c3ccccn3)CC2)c([N+](=O)[O-])c1 (stereo not drawn) returned SV40 large T antigen 9%, HIV peptide binding -1.8%, AID2073 0%, SIAH1 antagonists 1%, RSV CPE inhibition 0.7%, Dengue-2 NS5 capping -1%, LYP phosphatase 3% and Rac1 GTP hydrolysis 4%.
`CN(C)S(=O)(=O)c1cccc(C(=O)Nc2ccccc2N2CCCCC2)c1` gave SV40 large T antigen 6%, HIV peptide binding -1.7%, AID2073 10%, SIAH1 antagonists 10%, RSV CPE inhibition inconclusive, Dengue-2 NS5 capping 0%, LYP phosphatase -3% and Rac1 GTP hydrolysis 6%.
COc1ccccc1C(=O)N1CCN(S(=O)(=O)Cc2ccccc2)CC1 was read as SV40 large T antigen 4%, HIV peptide binding 1.8%, AID2073 10%, SIAH1 antagonists 3%, RSV CPE inhibition 3.8%, Dengue-2 NS5 capping -2%, XIAP displacement -3.8%, LYP phosphatase -1% and Rac1 GTP hydrolysis 2%.
For CCN(CC)C(=O)CSC(=Nc1ccccc1F)NC#N the results were SV40 large T antigen 28%, HIV peptide binding 6.2%, AID2073 -29%, SIAH1 antagonists 4%, RSV CPE inhibition 0.8%, Dengue-2 NS5 capping -53%, XIAP displacement -3.9%, LYP phosphatase -5% and Rac1 GTP hydrolysis 7%.
COC(=O)[C@@H](N)Cc1ccc(O)cc1 was read as SV40 large T antigen 14%, HIV peptide binding -1.2%, AID2073 -3%, SIAH1 antagonists 2%, RSV CPE inhibition -0.5%, XIAP displacement -4.8% and LYP phosphatase 1%.
For COCCN(CC(=O)NCc1ccccc1)C(=O)CCC(=O)Nc1ccccn1 the results were SV40 large T antigen 4%, HIV peptide binding -0.8%, AID2073 -1%, SIAH1 antagonists -3%, RSV CPE inhibition 1.4%, Dengue-2 NS5 capping -2%, XIAP displacement -4.4%, LYP phosphatase 3% and Rac1 GTP hydrolysis 4%.
For CC(C)(CC(=O)O)CC(=O)NCc1c(Cl)cccc1Oc1ccccc1 the results were SV40 large T antigen 5%, HIV peptide binding -0.8%, AID2073 47%, SIAH1 antagonists -3%, RSV CPE inhibition -1.0%, Dengue-2 NS5 capping -5%, LYP phosphatase -1% and Rac1 GTP hydrolysis 10%.
CC(C)CNC(=O)c1ccccc1NC(=O)CCSc1ccccc1 was read as SV40 large T antigen 17%, HIV peptide binding 0.9%, AID2073 0%, SIAH1 antagonists 5%, RSV CPE inhibition 0.6%, Dengue-2 NS5 capping -5%, XIAP displacement -5.3%, LYP phosphatase 0% and Rac1 GTP hydrolysis 12%.
`O=c1c(-c2ccc([N+](=O)[O-])cc2)coc2c(O)c(O)ccc12` gave SV40 large T antigen 14µM*, HIV peptide binding 30%, AID2073 -42%, SIAH1 antagonists 35%, RSV CPE inhibition 2.3%, Dengue-2 NS5 capping 37%, LYP phosphatase -4% and Rac1 GTP hydrolysis 18%.
`N#C/C(=C\c1ccccc1)C(=O)Nc1cc(S(=O)(=O)N2CCOCC2)ccc1N1CCCC1` gave SV40 large T antigen 1%, HIV peptide binding 1.0%, AID2073 15%, SIAH1 antagonists 10%, RSV CPE inhibition 2.0%, Dengue-2 NS5 capping -10%, XIAP displacement 1.7%, LYP phosphatase 4% and Rac1 GTP hydrolysis 18%.
`Cc1[nH]c(=O)[nH]c(=O)c1S(=O)(=O)N1CCCC(C(=O)NCc2ccc3c(c2)OCO3)C1` (stereo not drawn) gave SV40 large T antigen 5%, HIV peptide binding -0.1%, AID2073 6%, SIAH1 antagonists 6%, RSV CPE inhibition -0.8%, XIAP displacement 0.8% and LYP phosphatase -3%.
`COc1ccc(OCC(=O)Nc2ccc(S(=O)(=O)N3CCOCC3)cc2)cc1` gave SV40 large T antigen 0%, HIV peptide binding -1.0%, AID2073 -1%, SIAH1 antagonists 4%, RSV CPE inhibition 0.7%, Dengue-2 NS5 capping 1%, XIAP displacement -3.3%, LYP phosphatase -5% and Rac1 GTP hydrolysis 7%.
`CCOCCCNC(=O)C(c1ccc(Cl)cc1)N(Cc1ccc2c(c1)OCO2)C(=O)CNC(C)=O` (stereo not drawn) gave SV40 large T antigen 12%, HIV peptide binding -0.4%, AID2073 -1%, SIAH1 antagonists -1%, RSV CPE inhibition 0.3%, Dengue-2 NS5 capping -4%, XIAP displacement -8.0%, LYP phosphatase -6% and Rac1 GTP hydrolysis 6%.
`COCCC(=O)N1CCC(Oc2ccc(C(=O)N(C)Cc3cc(C)no3)cc2)CC1` gave SV40 large T antigen 5%, HIV peptide binding 2.5%, AID2073 1%, SIAH1 antagonists 2%, RSV CPE inhibition 1.4%, Dengue-2 NS5 capping -1%, LYP phosphatase -8% and Rac1 GTP hydrolysis 8%.
For CC(=O)NN1C(=O)c2ccccc2NC1c1ccccn1 (stereo not drawn) the results were SV40 large T antigen 3%, HIV peptide binding -0.9%, AID2073 13%, SIAH1 antagonists -1%, RSV CPE inhibition 0.9%, Dengue-2 NS5 capping 1%, XIAP displacement -2.9%, LYP phosphatase -3% and Rac1 GTP hydrolysis 12%.
For COc1ccc(NC(=O)CN(C)C(=O)c2cccc3ccccc23)cc1 the results were SV40 large T antigen 8%, RSV CPE inhibition 0.0%, Dengue-2 NS5 capping -6% and Rac1 GTP hydrolysis 3%.
Cn1cccc1C(=O)OCC(=O)c1cc2ccccc2o1 was read as HIV peptide binding -2.0%, AID2073 6%, SIAH1 antagonists -1%, RSV CPE inhibition 0.9%, Dengue-2 NS5 capping -13%, XIAP displacement -7.3%, LYP phosphatase -4%, Rac1 GTP hydrolysis 0% and Dengue-2 NS5 capping pilot replicate -5.0.
CCOC(=O)c1sc2ncc([N+](=O)[O-])cc2c1N was read as SV40 large T antigen 13%, HIV peptide binding -2.4%, AID2073 15%, SIAH1 antagonists 8%, Dengue-2 NS5 capping -3%, LYP phosphatase -2% and Rac1 GTP hydrolysis 12%.
For COc1ccc(COC(=O)C2=C(C)NC(=O)NC2c2ccc(OC)c(OC)c2)cc1 (stereo not drawn) the results were SV40 large T antigen 5%, HIV peptide binding 1.5%, AID2073 20%, SIAH1 antagonists -3%, RSV CPE inhibition 3.9%, Dengue-2 NS5 capping -10%, LYP phosphatase 1% and Rac1 GTP hydrolysis 3%.
CC(C)n1cc(CN2CCC(C(=O)Nc3ccc(Oc4ccccc4F)cc3)CC2)cn1 was read as HIV peptide binding -1.0%, AID2073 10%, SIAH1 antagonists -5%, RSV CPE inhibition 12%, Dengue-2 NS5 capping -10%, LYP phosphatase -12% and Rac1 GTP hydrolysis -6%.
Screening COc1ccc(Cn2c(-c3ccc(OC)c(O)c3)nc3ccccc32)cc1O returned SV40 large T antigen 13%, HIV peptide binding -2.8%, AID2073 12%, SIAH1 antagonists -3%, RSV CPE inhibition 2.2%, Dengue-2 NS5 capping -2%, XIAP displacement -3.5%, LYP phosphatase -8% and Rac1 GTP hydrolysis 11%.
